Rtt109 HAT inh = inhibitors of Candida albicans Rtt109/Vps75 histone acetyltransferase | Q5AAJ8 | purified Rtt109/Vps75, ThioGlo CoA-SH fluorescence, 4 h | inhibition, % at 34.9 µM | 330,000 compounds, 0.16% hits | AID 540336;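 active means inhibition of at least 50% in every replicate; inconclusive means best replicate reaches 50% inhibition but some replicates fall short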
Target sequence (Q5AAJ8 whole entry, looked up): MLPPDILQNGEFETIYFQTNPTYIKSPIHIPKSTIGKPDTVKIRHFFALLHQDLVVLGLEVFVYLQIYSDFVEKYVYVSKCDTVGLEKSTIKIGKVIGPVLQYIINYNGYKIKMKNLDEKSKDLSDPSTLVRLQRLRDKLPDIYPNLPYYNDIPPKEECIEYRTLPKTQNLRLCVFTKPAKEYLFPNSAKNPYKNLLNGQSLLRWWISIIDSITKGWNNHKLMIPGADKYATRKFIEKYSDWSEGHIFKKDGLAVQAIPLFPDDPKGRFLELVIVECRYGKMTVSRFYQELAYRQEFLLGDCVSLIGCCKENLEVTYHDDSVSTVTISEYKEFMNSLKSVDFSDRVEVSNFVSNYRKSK
CDK5 inh = inhibitors of human CDK5/p35 kinase; Recombinant CDK5/p35, ADP-Glo luminescence, 60 min; inhibition, % at 10 µM; 330,000 compounds, 0.01% hits; Q00535+Q15078;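 active means highest replicate inhibition of at least 50% and at least 75% of replicates reaching 50%; inconclusive means only one of the two criteria met; inactive means both criteria failed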;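 further: plate controls were DMSO neutral control for no effect and GW8510 at 10 µM for full effect; many of its hits are not listed in these tables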
Target sequence (Q00535 whole entry, looked up): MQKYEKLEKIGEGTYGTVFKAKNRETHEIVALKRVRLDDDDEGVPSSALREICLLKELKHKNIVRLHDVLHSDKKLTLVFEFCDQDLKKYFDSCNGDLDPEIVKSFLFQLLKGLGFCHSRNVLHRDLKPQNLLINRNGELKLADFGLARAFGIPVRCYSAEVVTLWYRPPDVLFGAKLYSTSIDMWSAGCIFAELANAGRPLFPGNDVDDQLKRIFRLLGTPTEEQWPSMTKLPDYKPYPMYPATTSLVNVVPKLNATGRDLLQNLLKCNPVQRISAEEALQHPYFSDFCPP
Target sequence (Q15078 whole entry, looked up): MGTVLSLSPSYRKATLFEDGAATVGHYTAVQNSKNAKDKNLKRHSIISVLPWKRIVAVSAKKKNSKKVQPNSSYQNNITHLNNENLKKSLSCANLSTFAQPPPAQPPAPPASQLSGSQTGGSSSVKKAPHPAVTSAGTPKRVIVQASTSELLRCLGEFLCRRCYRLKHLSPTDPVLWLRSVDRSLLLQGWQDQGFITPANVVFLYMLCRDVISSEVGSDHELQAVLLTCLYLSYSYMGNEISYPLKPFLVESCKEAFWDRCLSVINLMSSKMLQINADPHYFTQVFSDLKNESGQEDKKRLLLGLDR
CAL PDZ FP-1 = inhibitors of human CAL PDZ peptide binding; Q9HD26; purified CAL PDZ, TMR-peptide fluorescence polarization, 1 h; 300,000 compounds, 0.92% hits; inhibition, % at 24.9 µM; AID 602252;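 active means mean inhibition of at least 30% with at least half of replicates also reaching 30%; inconclusive means no clear call, values can overlap the other calls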;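 further: 0% = DMSO neutral control and 100% = excess unlabeled competitor peptide PRC23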
Tat export inh = blocks Tat-dependent protein export in E. coli | E. coli MC4100 TorA-mCherry Tat export, fluorescence | inhibition, % at 10 µM | 340,000 compounds, 0.036% hits;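 active means mean replicate inhibition at least 50% and at least half of replicates individually reaching 50%; inconclusive means only one of the two criteria met; inactive means neither criterion met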;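 further: exported cargo escapes ClpAP degradation while cytoplasmic cargo is degraded and loses fluorescence; 0% = median of neutral control wells and 100% = median of NaSCN control wells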
cardiac RTF act = increases calcium sensitivity of human cardiac regulated thin filaments | activation, % at 7.2 µM | 340,000 compounds, 0.24% hits | IANBD-labeled TnC RTF fluorescence at EC20 calcium; 0% EC20 calcium, 100% full calcium | P19429+P45379;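 active means activation above the mean over all tested compounds plus 3 SD, cut at about 30% in these data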;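 further: rise in fluorescence read as greater calcium sensitivity of cardiac thin filaments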
Wnt bcat act = Wnt/beta-catenin pathway activation. activation, % at 9.35 µM. 300,000 compounds, 1.2% hits. Wnt/beta-catenin reporter cell assay, activator, plate reader; in the data active means activation above about 30%, passing the limit was not always enough; inconclusive means no clear call, values can overlap the other calls;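 further: 0% = neutral control wells and 100% = positive control wells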
CAL PDZ FP-2 = blocks peptide binding to human CAL PDZ domain. inhibition, % at 20 µM. purified CAL PDZ, TMR-peptide fluorescence polarization, 1 h. Q9HD26. AID 504414. 330,000 compounds, 0.02% hits;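 active means highest replicate inhibition of at least 40%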;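 further: plate controls were DMSO neutral control wells for no effect and unlabeled competitor peptide control wells for full effect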
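System: tagged CAL PDZ domain. Schedule: 1 h room-temperature incubation prior to read. Signal: fluorescence polarization (mP). Measure: percent inhibition from loss of millipolarization.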
MITF act = activators of MITF-driven TRPM1 promoter activity in SK-MEL-5 cells | SK-MEL-5 TRPM1-promoter luciferase, 24 h; % of positive control, neutral wells = 0 | activation, % at 12.5 µM | 300,000 compounds, 0.75% hits | AID 588334;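 active means mean activation of at least 80% with every replicate also reaching 80%; inconclusive means mean reaches 80% but some replicate falls short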;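 further: 0% = neutral control wells and 100% = parthenolide positive control wells; values of inactives mirror those of a sister screen read the other way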
dFosB act = enhances mouse delta FosB homodimer DNA binding. P13346. purified delta FosB, TAMRA-CDK5 oligo fluorescence polarization; percent of positive-control signal above neutral wells. activation, % at 25 µM. 340,000 compounds, 0.99% hits. AID 493131;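 active means mean activation above about 17%, with every replicate also reaching it, limit read from the data, passing the limit was not always enough; inconclusive means only one of the two conditions met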;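 further: fluorescence polarization rise as delta FosB binds a TAMRA Cdk5 AP-1 oligo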
V-ATPase pH = yeast V-ATPase proton transport regulation by pHLuorin; S. cerevisiae, pHLuorin cytosolic pH fluorescence; response, % at 10 µM; 350,000 compounds, 0.37% hits; in the data active means response mostly above about 7.3%, no sharp cut-off; inactive means mostly below about 5.4%; further: actives read high; inactives centre near 0; some compounds called inactive have numbers as strong as hits; reference of the scale not given here
* marks the source's active call; other numbers are inactive results; ? = inconclusive; . = no result given.

SMILES	Rtt109 HAT inh	CDK5 inh	CAL PDZ FP-1	Tat export inh	cardiac RTF act	Wnt bcat act	CAL PDZ FP-2	MITF act	dFosB act	V-ATPase pH
CCOc1ncnc2c1oc1nc(CC(C)C)c3c(c12)CC(C)(C)OC3	8	-2.5	-2	7	-8	-5	-1.5	-1	-7	1
O=C(O)CN=C1CC(c2ccccc2)CC(=O)/C1=C(/O)CCCN1C(=O)c2ccccc2C1=O (stereo not given)	-2	0.0	4	-1	.	-2	-1.1	2	-2	0
CCCC(=O)N1CCN(c2ccc(NC(=O)C(C)(C)C)cc2Cl)CC1	-11	0.9	3	-5	8	0	0.7	0	-6	0
Cc1ccc(NC(=O)c2ccc3c(c2)CCN3S(C)(=O)=O)cc1C	1	-0.1	-3	12	-1	10	-1.1	72	-5	5
Nc1ccc(Oc2ccccc2F)nc1	-2	-0.3	.	0	4	5	0.0	.	1	1
O=C(Cn1ncc2c3ccccc3n(Cc3ccccc3F)c2c1=O)NCCN1CCOCC1	5	0.6	-2	3	0	-1	-2.0	-8	-16	0
CC(=O)NC12CC3CC(CC(CC(=O)O)(C3)C1)C2	19	-0.2	.	-2	8	.	1.3	-2	0	-1
COc1ccc(C2(C(=O)N3CCOCC3)CCCC2)cc1	-4	-1.4	-4	-2	1	.	-0.3	17	4	-5
O=C(CSc1ncn[nH]1)NN(c1ccccc1)c1ccccc1	2	2.3	-1	-2	-4	-3	-1.5	4	2	-1
CCOc1ccc2[nH]c(C)cc(=O)c2c1	-7	-3.7	0	14	1	0	-1.0	-1	-3	3
CC(C)NC(=O)c1ccccc1NC(=O)CN(c1ccc2c(c1)OCO2)S(C)(=O)=O	-3	-2.3	0	4	2	.	-2.0	5	-9	2
Cn1c(COc2ccc([N+](=O)[O-])cc2)nnc1SCC(N)=O	-2	-1.5	-4	8	4	-1	-0.4	2	0	-1
COc1ccc(/C=C2\Sc3ccc(C(=O)NCCCN4CCCC4)cc3N(C)C2=O)cc1OC	?	-0.5	-5	7	-1	-3	-2.6	24	-28	-4
O=c1oc(-c2ccccc2)nc2c1cnn2-c1ccccc1	-5	1.5	-2	-7	3	-1	.	-16	-8	-2
CCOC(=O)C1=CN(Cc2cccc(Br)c2)S(=O)(=O)N(CC)C1C (stereo not given)	0	1.3	1	2	1	-2	-2.0	-3	-9	6
COc1ccc(NC(=O)N(C)C[C@H]2Oc3c(NS(=O)(=O)c4cccs4)cccc3C(=O)N([C@@H](C)CO)C[C@@H]2C)cc1	3	-0.3	0	3	-3	1	0.4	-9	-4	7
Nn1cnnc1N/N=C/c1ccc(Cl)c([N+](=O)[O-])c1	0	-0.7	-3	-4	6	0	0.4	-14	-5	-1
COc1ccc(N(CC(=O)NCCSC2CCCCC2)S(=O)(=O)c2ccc(C)cc2)cc1	17	-1.2	1	-6	2	1	1.3	2	-9	-4
COc1ccc(OC)c(C2(O)CSC(=Nc3cccnc3)N2Cc2ccco2)c1 (stereo not given)	-12	0.4	-1	2	2	-1	-0.9	-3	-2	2
COc1cc(C(=O)N2CCN(S(=O)(=O)c3ccc(C)cc3)CC2)ccc1OCc1c(C)noc1C	17	-0.5	3	-3	-3	.	-0.3	8	-2	1
NC(=S)Cc1nc(-c2ccccc2)cs1	-4	0.0	-1	-5	6	6	-0.4	1	-4	0
CCN(CCCNC(=O)Cn1ncc2c(=O)oc3ccccc3c21)c1cccc(C)c1	-1	-0.1	.	0	4	-5	0.1	-7	5	4
Cc1nc(Cl)sc1C(=O)Nc1cccc(Cl)c1	7	1.7	-12	9	-1	0	.	-1	4	1
CN(Cc1ccon1)C(=O)CC1C(=O)NCCN1Cc1ccc(F)c(F)c1 (stereo not given)	8	0.0	-1	-9	-3	.	-2.0	-12	-7	0
CN(C)c1cc[nH]c(=O)c1C#N	-2	0.8	-3	7	-8	.	-0.9	-1	10	-4

Single entries from above:
dFosB act result of COc1ccc(/C=C2\Sc3ccc(C(=O)NCCCN4CCCC4)cc3N(C)C2=O)cc1OC is entered as -28
Tat export inh result of Cc1nc(Cl)sc1C(=O)Nc1cccc(Cl)c1 is entered as 9
CAL PDZ FP-2 result of Cn1c(COc2ccc([N+](=O)[O-])cc2)nnc1SCC(N)=O is entered as -0.4

Going on with the list.
SMILES	Rtt109 HAT inh	CDK5 inh	CAL PDZ FP-1	Tat export inh	cardiac RTF act	Wnt bcat act	CAL PDZ FP-2	MITF act	dFosB act	V-ATPase pH
CCC(C)c1ccccc1N1CC(C(=O)Nc2cccc(S(=O)(=O)N3CCOCC3)c2)CC1=O (stereo not given)	-3	-4.5	0	-11	2	-2	-2.4	-5	-16	5
Cc1ccc(SCC(=O)Nc2cc(C)on2)cc1	.	-0.3	-2	-1	1	.	-2.2	.	6	-3
O=C(N/C(=C\c1ccccc1Cl)C(=O)N1CCOCC1)c1ccc([N+](=O)[O-])cc1	8	0.8	-2	-9	7	0	-2.4	0	-3	0
Cc1cccc(C)c1NC(=O)CS(=O)CC(=O)Nc1ccc(F)cc1F (stereo not given)	-4	1.7	-5	-1	2	-3	0.7	3	4	1
COc1ccc(O)c(-c2c(-c3ccc(Cl)cc3)n[nH]c2C)c1	21	-1.1	-1	0	-8	.	-2.2	-1	-5	3
CCn1c(CSc2ncccn2)nnc1SCC(=O)N1CCc2ccccc21	13	-0.1	.	5	4	1	-0.6	-12	1	2
CCC1(C(=O)c2ccc(Cl)cc2)C2c3ccccc3OC(=O)C21C(=O)Nc1ccccc1 (stereo not given)	-2	-0.6	-2	-3	5	.	-0.9	8	-13	-2
O=C(Nc1ccc(N2CCOCC2)cc1)C1CCN(S(=O)(=O)Cc2ccccc2)CC1	7	-1.0	.	-1	1	.	-0.8	.	-5	1
CC1(C)CC(=O)c2c(O)cc(OCC(=O)Nc3ccc(CCO)cc3)cc2O1	5	2.3	0	11	-1	-1	-0.4	4	-4	3
O=C1N(Nc2ccccc2)C(c2ccc(Br)cc2)C12CCCCC2 (stereo not given)	3	-2.9	-1	-8	-1	.	0.2	.	1	-4
O=C(Nc1ccc(-c2cscn2)cc1)C1CCCN(Cc2ccc(CO)o2)C1 (stereo not given)	8	0.6	7	1	-5	-2	-2.6	7	-1	-2
Cc1ccc(S(=O)(=O)c2nc(C)c3c(n2)CCC3)cc1	-3	-0.1	0	-5	1	.	1.1	-9	-7	-2
CCCNC(=O)CN(C)CC(=O)Nc1ccccc1C#N	6	-1.1	.	-11	2	0	-1.4	-12	2	2
Cc1ccc(NC(=O)CSc2ccc(-c3ccccn3)nn2)cc1	-10	0.5	-17	7	-1	-2	0.3	-10	-6	-3
O=c1oc(-c2ccc([N+](=O)[O-])cc2)nc2ccc(O)cc12	-3	-0.8	3	-11	1	0	-2.2	10	-9	4
O=C(NC(=S)N1CCOCC1)c1ccc([N+](=O)[O-])cc1	-10	.	-1	3	2	-2	0.0	6	0	7
N#CCSc1nnc(-c2ccc3c(c2)OCO3)o1	-4	2.8	-5	1	-4	0	.	15	-4	1
CCC1CCC/C1=N\NC(=O)c1ccccc1C (stereo not given)	-3	4.8	.	0	5	0	0.7	.	1	7
Cc1ccc(-c2cc[n+](Cc3ccccc3)cc2)cc1	5	1.5	2	2	8	2	-0.1	-13	-9	0
O=C(NC1CCN(S(=O)(=O)c2ccccc2)CC1)c1cccc(F)c1	19	1.4	-10	-4	-1	-1	17	-9	-1	-3
Cn1c(=O)c2c(nc(SCC(=O)O)n2Cc2cc3c(cc2Cl)OCO3)n(C)c1=O	-6	3.6	.	-3	1	.	-2.1	-6	2	-1
Cc1ccc2c(c1)nnn2C1CCN(CC(=O)Nc2ccc(F)cc2)CC1	0	1.6	-5	-6	-6	-3	-3.3	-1	-5	-2
CCOC(=O)CN(C(=O)CSc1nnc(-c2ccc(OC)c(OC)c2)o1)c1ccccc1	7	-0.1	-1	-1	-2	-2	-0.5	-7	-5	3
COc1ccc(C2COc3cc(O)ccc3C2)c(OC)c1O (stereo not given)	9	-0.5	-1	-4	-1	-1	0.3	-15	4	5
CC1CN(C(=S)Nc2ccc(S(N)(=O)=O)cc2)CC(C)O1 (stereo not given)	28	-0.9	-2	-8	0	1	-3.7	6	2	-1

Continued; the last two above are carried over.
SMILES	Rtt109 HAT inh	CDK5 inh	CAL PDZ FP-1	Tat export inh	cardiac RTF act	Wnt bcat act	CAL PDZ FP-2	MITF act	dFosB act	V-ATPase pH
COc1ccc(C2COc3cc(O)ccc3C2)c(OC)c1O (stereo not given)	9	-0.5	-1	-4	-1	-1	0.3	-15	4	5
CC1CN(C(=S)Nc2ccc(S(N)(=O)=O)cc2)CC(C)O1 (stereo not given)	28	-0.9	-2	-8	0	1	-3.7	6	2	-1
COc1ccc(NC(=O)CSc2nnc(-c3ccco3)n2C)cc1	0	1.0	-2	0	-3	.	0.4	10	-2	1
Cc1[nH]nc(SCC(=O)N2CCCCCC2)c1[N+](=O)[O-]	5	1.5	-6	-3	4	1	-0.6	-4	-7	2
CCOC(=O)C1CN(S(=O)(=O)c2ccc(F)cc2)C1	9	0.0	13	-11	-8	-2	0.1	4	5	-4
COc1ccc(NC(=O)c2cncn2-c2ccccc2)cc1	4	-1.6	.	-3	0	-3	-0.6	13	-3	0
Cc1noc(N)c1C1(O)C(=O)Nc2c(Cl)cc(Cl)cc21 (stereo not given)	4	-2.4	3	-8	-3	-2	-2.1	-9	-5	-1
CC(=O)OC(C(=O)NCS(=O)(=O)c1ccc(C)cc1)c1cccnc1 (stereo not given)	-8	-0.1	-4	-3	-2	0	.	-16	-5	-8
CCOC(=O)C1=C(c2ccccc2)Nc2ncnn2C1c1ccc(OC)c(OC)c1OC (stereo not given)	0	1.9	-4	-2	1	1	-2.1	-5	-12	2
CC(=O)c1cccc(Nc2c3c(nc4ccccc24)CCC3)c1	-4	-0.6	-6	10	2	-1	-1.4	-22	-9	0
CN1CCN(C(c2ccc(F)cc2)c2ccc3cccnc3c2O)CC1 (stereo not given)	-9	.	-2	1	-6	.	-1.3	14	3	1
CCOc1ccc(NC(=O)C(=O)N/N=C\c2ccc(CNS(=O)(=O)c3ccccc3)o2)cc1	-1	-0.3	-3	-2	7	.	0.5	-3	13	1
COc1ccc(Cl)cc1NC(=O)Nn1cnnc1	-8	0.3	.	-2	-3	.	-0.7	-15	-1	-1
CCN(C(=O)CN1C(=O)S/C(=C\C=C\c2ccccc2)C1=O)C1CCS(=O)(=O)C1 (stereo not given)	-2	.	-2	2	-6	4	-2.6	11	15	-1
Cc1cccc(CCNC(=O)Cn2ncc3c([nH]c4ccc(C)cc43)c2=O)c1	9	.	-2	-2	-2	0	-1.9	0	6	-4
CCC(CO)Oc1cc(NCc2cccc(F)c2)c2ncn(C(C)C)c2c1 (stereo not given)	3	0.1	-1	5	3	-6	0.1	-19	1	-2
CCOC(=O)c1[nH]c(C)c(C(=O)OCC(=O)N2CC(=O)Nc3ccccc32)c1C	1	-1.3	-1	0	8	-2	-1.1	2	-14	0
CCN(CC(=O)NC1CCS(=O)(=O)C1)S(=O)(=O)c1ccccc1 (stereo not given)	5	-0.8	-5	0	-4	1	0.0	6	-1	-5

Compound activity: PubChem, several laboratories
